Screens (PubChem)
Salmonella PhoP GFP – inhibitors of PhoP regulon expression, primary screen, Salmonella Typhimurium, GFP reporter (AID 1863); S. Typhimurium PhoP-regulated promoter GFP reporter, 4 h; higher % means a stronger effect; one-dose inhibition, % at 50 µM; IC50 in µM for titrated hits; actives 0.16% (n = 300,000);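 active = inhibition over 29.93%, a cutoff 3 SD above the screen mean, later confirmed by dose response; inconclusive = inhibition over 29.93% but no dose response follow-up; inactive = inhibition at most 29.93% or unconfirmed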;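 also: 0% = low Mg2+ inducing control and 100% = high Mg2+ repressing control; strong numbers were not always called active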
Myeloid diff MLP – myeloid differentiation induction; ER-HoxA9 myeloid progenitors, lysozyme-GFP differentiation, flow cytometry; calls only at 10 µM; actives 1% (n = 360,000); AID 624256;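 active = normalized GFP-positive differentiation at or above the plate's own cutoff, the solvent-only control mean plus 3 SD; inconclusive = no clear call, values can overlap the other calls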;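 also: cells exposed to compound for four days before flow analysis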
Siah-1 displacement – Siah-1 peptide-binding antagonists, primary screen, biochemical, fluorescence polarization, rhodamine-plectin, uHTS (AID 1817) | Siah-1 / rhodamine-plectin peptide fluorescence polarization; higher % means a stronger effect | one-dose displacement, % at 20 µM; IC50 in µM for titrated hits | actives 0.02% (n = 290,000);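 active = displacement of at least 50% at 20 µM, with a fluorescence ratio check between 0.3 and a set limit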;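 also: plate controls were Siah plus tracer with DMSO for no effect and tracer alone without Siah for full effect; strong numbers were not always called active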
NTR1 ag – NTR1-driven beta-arrestin-GFP spot formation – imaging, U2OS cells, high content, primary screen (AID 493036); actives 0.17% (n = 330,000); agonist mode; P30989; activation, % at 20 µM;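 active = activation at or above 40% of the spot to cytoplasm intensity ratio, with at least 20 cells analyzed; inconclusive = wells under 20 cells, flagged as cytotoxic or low count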;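 also: 0% = DMSO without peptide and 100% = 100 nM NTR1 peptide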
Target sequence (P30989 whole entry, looked up): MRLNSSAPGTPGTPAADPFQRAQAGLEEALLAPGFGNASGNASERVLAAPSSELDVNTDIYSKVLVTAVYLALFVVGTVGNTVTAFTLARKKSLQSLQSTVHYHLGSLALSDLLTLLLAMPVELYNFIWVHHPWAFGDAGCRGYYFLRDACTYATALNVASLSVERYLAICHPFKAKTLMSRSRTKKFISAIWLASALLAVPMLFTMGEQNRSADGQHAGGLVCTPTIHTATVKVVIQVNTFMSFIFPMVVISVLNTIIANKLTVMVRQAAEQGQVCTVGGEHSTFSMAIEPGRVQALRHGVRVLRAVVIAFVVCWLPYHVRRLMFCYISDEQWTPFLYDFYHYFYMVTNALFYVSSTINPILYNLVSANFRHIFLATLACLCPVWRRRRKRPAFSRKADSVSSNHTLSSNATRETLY
LYP phosphatase – inhibitors of LYP phosphatase, biochemical, fluorescence intensity, uHTS (AID 1779); recombinant LYP phosphatase, fluorescence intensity; higher % means a stronger effect; inhibition, % at 11.5 µM; hits with a dose series show IC50 in µM; actives 0.054% (n = 290,000); in the data active = inhibition above about 50%;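 also: plate controls were vehicle with enzyme for no effect and no enzyme for full effect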
Rac1 GTP hydrolysis – MgcRacGAP GTPase-activating activity inhibitors, confirmation, biochemical, ADP Hunter fluorescence | MgcRacGAP-stimulated Rac1 GTP hydrolysis, ADP Hunter fluorescence; higher % means a stronger effect; GST-tagged Rac1 F28L mutant substrate | inhibition, % at 30 µM; hits with a dose series show IC50 in µM | actives 0.6% (n = 340,000);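 active = first-screen hits whose inhibition reached a set limit at any dose in the follow-up dose series; inconclusive = inhibition above the set first-screen limit but never retested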;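 also: fluorescence reports GDP produced by GAP-driven GTP hydrolysis; strong numbers were not always called active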
GPR35 antagonists – GPR35 antagonists blocking zaprinast-driven arrestin recruitment, primary screen, imaging, U2OS, beta-arrestin-GFP, zaprinast agonist (AID 2058). U2OS GPR35 beta-arrestin-GFP translocation imaging, zaprinast antagonism; higher % means a stronger effect. inhibition, % at 10 µM, or IC50 in µM where a hit was titrated. actives 0.052% (n = 290,000);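 active = inhibition of at least 50% with at least 30 cells and total cytoplasm GFP at most 10,000,000; inconclusive = under 30 cells or total GFP of 10,000,000 plus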
HIV peptide binding – cell-free HIV fusion peptide-binding blockers – biochemical, uHTS, fluorescence dequenching, primary screen (AID 1986) | cell-free peptide binding, fluorescence dequenching, 30 min; higher % means a stronger effect | actives 0.3% (n = 290,000) | inhibition, % at 20 µM; hits with a dose series show IC50 in µM; in the data active = inhibition mostly above about 52%, no sharp cut-off; inactive = mostly below about 76%; also: some results filed as inactive read as strong as hits
GPR55 antagonists – inhibition of LPI-stimulated GPR55 beta-arrestin translocation – imaging, U2OS, beta-arrestin-GFP, LPI agonist, primary screen (AID 2013); U2OS GPR55 beta-arrestin-GFP translocation imaging, LPI antagonism; higher % means a stronger effect; inhibition, % at 10 µM, or IC50 in µM where a hit was titrated; actives 0.13% (n = 290,000);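 active = spots per cell inhibited over 60%, with over 100 cells counted and total cytoplasm intensity under 500,000; inconclusive = wells with under 100 cells, flagged as likely toxic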;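 also: U2OS cells stably carrying GPR55 and arrestin-GFP stimulated by 5 µM LPI near EC80; imaged beta-arrestin-GFP aggregate spots per cell after agonist stimulation; plate controls were LPI-stimulated DMSO wells for no effect and DMSO wells without LPI for full effect; some results filed as inactive read as strong as hits; confirmed hits need IC50 under 10 µM and bright autofluorescent wells are also inconclusive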
NTR1 ag cell count 20 µM – recorded beside NTR1 ag, whose call it bears; cell count; measured here: cell count, cytotoxicity flag
Myeloid diff MLP GFP+ MAC1+ % – further read-out of Myeloid diff MLP, marked with its call; GFP+ MAC1+ double positive, %; measured here: differentiation confirmed by MAC1 staining
Starred values were filed as active, the others as inactive; i = inactive; ? = inconclusive; . = no result given; + = active, no number. Random draw from the library (roughly 2.4% active in at least one column).

SMILES	Salmonella PhoP GFP	Myeloid diff MLP	Myeloid diff MLP GFP+ MAC1+ %	Siah-1 displacement	NTR1 ag	NTR1 ag cell count 20 µM	LYP phosphatase	Rac1 GTP hydrolysis	GPR35 antagonists	HIV peptide binding	GPR55 antagonists
O=C1C2C3C=CC(C3)C2C(=O)N1c1nccs1 (centres undefined)	-3%	i	0.8	3%	5.1	95	-2%	5%	11%	-2.3%	-8%
COCCN(C(=O)COC(=O)CCCOc1ccccc1)c1c(N)n(Cc2ccccc2)c(=O)[nH]c1=O	-26%	i	0.3	.	0.6	59	.	2%	.	.	.
CC(C)c1[nH]nc2c1C(C(C)C)C(C#N)=C(N)O2 (centres undefined)	10%	i	0.6	2%	-0.6	88	-8%	4%	-4%	1.7%	6%
CCc1nn(CC(=O)NCCCN(Cc2ccccc2)C(C)C)c(=O)c2cc3sccc3n12	26%	+	21*	-1%	1.1	56	5%	-3%	5%	2.0%	-2%
CCCCNC(=O)CCCn1c(=O)c2ccccc2n(CC(=O)NCCC2=CCCCC2)c1=O	-8%	i	0.5	-1%	.	.	4%	6%	0%	1.3%	5%
COc1n[nH]c(C(=O)Nc2nc3ccccc3s2)c1[N+](=O)[O-]	0%	i	0.1	2%	-0.2	92	-4%	18%	-8%	5.5%	13%
Cc1ccc(-c2csc(NC(=S)NC(=O)c3ccco3)n2)cc1	-5%	i	0.5	14%	8.1	45	-1%	-11%	-4%	0.7%	10%
O=C(NCCCN1CCN(c2ccccc2F)CC1)Nc1ccc(F)cc1	5%	i	0.3	-2%	-0.4	59	-3%	7%	2%	0.6%	9%
CCC(=O)Nc1ccc(NC(=O)c2cc3ccccc3o2)cc1	9%	i	1.4	-2%	0.2	48	-8%	-3%	3%	1.2%	-7%
CC1(C)CC2(CCO1)OC(=O)CC2C(=O)Nc1ccccc1Cl (centres undefined)	4%	i	0.5	2%	0.5	74	-8%	-1%	-2%	1.1%	12%
COc1cc2c(cc1OC)C(COc1ccc([N+](=O)[O-])cc1)N(C(C)=O)CC2 (centres undefined)	3%	i	0.4	-8%	0.5	76	7%	12%	7%	3.5%	6%
CCOC(=O)c1cc(C#N)c(N2CCCNCC2)nc1C(F)(F)F	.	i	0.2	2%	1.9	91	4%	10%	-6%	-1.0%	-2%
Cc1c(NC(=O)Nc2ccccc2)c(=O)n(-c2ccccc2)n1C	2%	i	0.5	-3%	.	.	-10%	8%	6%	-0.8%	-7%
COc1cc(-c2nc(S(=O)(=O)c3ccccc3)c(N3CCOCC3)o2)cc(OC)c1OC	1%	i	0.6	-2%	0.1	78	-2%	4%	-1%	-2.4%	5%
Cc1nn(-c2ccccc2)c(Cl)c1/C=C/C(=O)c1ccccc1	-7%	i	0.7	3%	5.6	78	4%	2%	2%	1.9%	24%
O=S(=O)(Nc1ccc(S(=O)(=O)Nc2cccc3ccccc23)cc1)c1ccccc1	21%	i	0.7	0%	7.5	88	-2%	6%	-5%	1.8%	-12%
CN(Cc1nc(-c2cnccn2)no1)CC(O)c1ccccc1 (centres undefined)	-8%	i	0.1	4%	1.4	56	-9%	7%	-8%	0.6%	3%
CCN(C(=O)CSc1ncccc1C(=O)Oc1cccc([N+](=O)[O-])c1)c1cccc(C)c1	10%	i	0.3	-4%	2.8	60	0%	3%	3%	-2.1%	-3%
CSC(=NCc1ccc(F)cc1)NS(=O)(=O)c1cccs1	-2%	i	0.3	-2%	0.6	46	-5%	2%	-7%	0.7%	-6%
COc1ccc2[nH]c(C(=O)O)c(CCN3C(=O)c4cccc([N+](=O)[O-])c4C3=O)c2c1	-4%	i	0.3	3%	-1.2	63	1%	11%	16%	0.5%	4%
Clc1ccc2c(NCc3cccs3)ncnc2c1	25%	i	0.9	3%	0.7	85	-3%	13%	4%	-2.4%	0%
COc1cc(C(=O)NCCC(=O)NC(C)CCc2ccccc2)cc(OC)c1OC (centres undefined)	5%	i	3.2	-7%	0.8	69	-9%	11%	-4%	0.0%	9%
CCOc1cc(C)c(Cl)cc1S(=O)(=O)NCCOC	-10%	i	0.5	0%	0.0	39	-5%	5%	-8%	0.3%	3%
N#C/C(=N\Nc1ccc(S(=O)(=O)N2CCCCCC2)cc1)C(N)=S	4%	i	0.3	3%	0.3	30	5%	9%	-4%	9.5%	9%
COc1ccc(OC)c(NC(=O)C(CC(C)C)NC(=O)C2CCCCC2)c1 (centres undefined)	-3%	i	2.5	-2%	3.1	69	0%	5%	0%	-0.5%	9%
Cc1ccc(NC(=O)CSc2ccc(-c3ccc(-n4cccn4)cc3)nn2)c(C)c1	8%	i	0.8	.	-0.7	75	.	9%	.	.	.
O=C(NNC(=O)c1cc(Cl)ccc1O)c1ccc(NS(=O)(=O)c2cccs2)cc1	3%	i	0.1	.	2.1	54	.	2%	.	.	.
O=C(NCCC1=CCCCC1)c1cc2ccccc2oc1=O	-3%	i	1.8	3%	1.8	48	-1%	-14%	0%	0.8%	-4%
O=C1CCCCC1Sc1nnc(Nc2ccccc2)s1 (centres undefined)	-4%	i	0.3	7%	0.2	45	-6%	8%	-12%	-1.4%	4%
Cc1cc(NC(=O)c2cccc(COc3ccc(Br)cc3)c2)no1	4%	i	1.8	-3%	0.5	54	-8%	6%	-2%	-1.7%	-1%
CC(=O)Nc1cccc(S(=O)(=O)N2CCCCCC2)c1	1%	i	0.1	7%	-2.2	62	-3%	1%	17%	-1.7%	6%
COc1ccc(CC(=O)OCC(=O)NC(=O)NC(C)C)cc1	1%	i	1.7	0%	-3.3	96	-11%	4%	8%	-2.6%	9%
COc1ccc(Cl)cc1-n1c(=S)sc2c(=O)[nH]c(SCC(=O)NCC3CCCO3)nc21 (centres undefined)	-1%	i	7.1	-4%	-0.1	69	-7%	-5%	1%	0.3%	-10%
C=CCNC(=O)c1ccccc1NC(=O)c1ccc(Cl)c(S(=O)(=O)Nc2cccc(C)c2C)c1	1%	?	.	5%	8.8	41	3%	4%	7%	-0.1%	7%
C/C(CC(=O)Nc1ccc2ccccc2c1)=N\NC(=O)c1cnccn1	15%	i	0.7	7%	-4.0	46	-7%	8%	4%	-3.2%	4%
CCOC(=O)CCc1c(C)nc(SCCCn2c(=O)[nH]c3ccccc32)c(C#N)c1C	11%	i	6.7	4%	0.3	43	2%	4%	-20%	-2.7%	0%
CC(=O)C1=C(C)NC(=O)NC1c1ccc(OC2CCCC2)cc1 (centres undefined)	17%	i	5.6	2%	-1.3	45	1%	4%	0%	1.1%	-8%
COC(=O)C1CCN(C(=O)COC(=O)c2ccc(=O)n(Cc3ccccc3)n2)CC1	6%	i	0.8	.	-0.3	64	.	11%	.	.	.
Cc1ccc2cc(CCNC(=O)Cc3cccs3)c(=O)[nH]c2c1	-9%	i	1.4	-2%	-1.0	82	1%	8%	-8%	1.3%	-1%
COCc1nnc(NC(=O)c2ccc(S(=O)(=O)N3CCCc4ccccc43)cc2)o1	0%	i	0.4	-4%	-2.5	70	7%	10%	-19%	7.6%	-11%

Given with bars between the fields: entries from further up.
Structure | Salmonella PhoP GFP | Myeloid diff MLP | Myeloid diff MLP GFP+ MAC1+ % | Siah-1 displacement | NTR1 ag | NTR1 ag cell count 20 µM | LYP phosphatase | Rac1 GTP hydrolysis | GPR35 antagonists | HIV peptide binding | GPR55 antagonists
CSC(=NCc1ccc(F)cc1)NS(=O)(=O)c1cccs1 | -2% | i | 0.3 | -2% | 0.6 | 46 | -5% | 2% | -7% | 0.7% | -6%
O=C1C2C3C=CC(C3)C2C(=O)N1c1nccs1 (centres undefined) | -3% | i | 0.8 | 3% | 5.1 | 95 | -2% | 5% | 11% | -2.3% | -8%
O=C(NCCCN1CCN(c2ccccc2F)CC1)Nc1ccc(F)cc1 | 5% | i | 0.3 | -2% | -0.4 | 59 | -3% | 7% | 2% | 0.6% | 9%
COCc1nnc(NC(=O)c2ccc(S(=O)(=O)N3CCCc4ccccc43)cc2)o1 | 0% | i | 0.4 | -4% | -2.5 | 70 | 7% | 10% | -19% | 7.6% | -11%

Individual results from above.
GPR35 antagonists, COCc1nnc(NC(=O)c2ccc(S(=O)(=O)N3CCCc4ccccc43)cc2)o1 stands at -19%
NTR1 ag cell count 20 µM, COc1ccc(Cl)cc1-n1c(=S)sc2c(=O)[nH]c(SCC(=O)NCC3CCCO3)nc21 (centres undefined) stands at 69
GPR35 antagonists, COc1ccc(CC(=O)OCC(=O)NC(=O)NC(C)C)cc1 stands at 8%
HIV peptide binding, Cc1ccc2cc(CCNC(=O)Cc3cccs3)c(=O)[nH]c2c1 stands at 1.3%
Rac1 GTP hydrolysis, N#C/C(=N\Nc1ccc(S(=O)(=O)N2CCCCCC2)cc1)C(N)=S stands at 9%
GPR35 antagonists, CC(=O)C1=C(C)NC(=O)NC1c1ccc(OC2CCCC2)cc1 (centres undefined) stands at 0%
Salmonella PhoP GFP, Clc1ccc2c(NCc3cccs3)ncnc2c1 stands at 25%

More structures follow.
SMILES	Salmonella PhoP GFP	Myeloid diff MLP	Myeloid diff MLP GFP+ MAC1+ %	Siah-1 displacement	NTR1 ag	NTR1 ag cell count 20 µM	LYP phosphatase	Rac1 GTP hydrolysis	GPR35 antagonists	HIV peptide binding	GPR55 antagonists
COc1cc(C(=O)Nc2c(C)cc(C)cc2C)c([N+](=O)[O-])cc1OC	-8%	i	0.7	3%	-0.6	67	-4%	4%	-13%	1.8%	2%
N#Cc1c2n(c3c(=O)n(Cc4ccccc4)cnc13)CCCC2	12%	i	0.8	-1%	0.6	65	-2%	8%	-4%	1.0%	-8%
CC(Oc1cccc(Br)c1)C(=O)N1CCCN(C)CC1 (centres undefined)	3%	i	3.5	-7%	0.3	59	-6%	4%	8%	-1.4%	-8%
Cc1ccc(NC(=O)CNCc2ccccc2)cc1Br	14%	i	0.5	2%	1.0	58	-3%	28%	-5%	-0.2%	-3%
COc1ccc(Br)cc1CN(C)CC(=O)NCCc1ccccc1	1%	i	0.7	0%	6.1	54	-4%	96µM*	-10%	1.9%	15%
